Screening data: PubChem, National Center for Advancing Translational Sciences (NCATS)
ATXN viability: Viability Counterscreen for Primary qHTS for Inhibitors of ATXN expression | AID 651635, 2014 | 400,000 compounds, 0.49% hits | S2 cells (HEK-293 line with an ATXN2-luciferase reporter) viability, CellTiter-Fluor protease fluorescence, 24 h | Potency, µM (series often up to 56.7 µM), usual class: cytotoxic; also: potency is read from the fitted curve at half-maximal effect; nearly all actives have a fitted effect of over 40% in size
Nrf2 inh: Nrf2 qHTS screen for inhibitors; Potency, µM (titrated, usually from 46 µM), for the others: at the highest dose activity change, negative = inhibition, actives largely listed as inhibitors; A549 ARE-Fluc reporter, luciferase luminescence, 18-24 h; 360,000 compounds, 2.1% hits; also: potency is read from the fitted curve at half-maximal effect; % is scaled to controls: 0 for no effect and ±100 for the full control effect; nearly all actives have a fitted effect of over 60% in size
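Quantitative HTS in A549 cells stably bearing an antioxidant response element-firefly luciferase construct. Inhibition of Nrf2-driven transcription was scored by luminescence after 18-24 h of compound exposure at 37 °C.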
TGFb inhibitor: qHTS for Inhibitors of TGF-b. Potency, µM (series often up to 46.1 µM), for inactives: at the top dose activity, negative = inhibition, actives largely listed as inhibitors. AID 588855, 2011. 410,000 compounds, 1.2% hits. HepG2 CAGA-GFP TGF-b/SMAD3 reporter, GFP fluorescence, 18 h; TGF-beta stimulated, 500 pg/mL final; also: potency is read from the fitted curve at half-maximal effect; % is scaled to controls: 0 for no effect and ±100 for the full control effect; nearly all actives have a fitted effect of over 65% in size
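HEPG2 CAGA-GFP cells (1000/well, DMEM with 1% FBS) were pre-incubated 2 h at 37 degrees C, given compound by pin tool, then stimulated with TGF-beta at 500 pg/mL final for 18 h before per-cell GFP fluorescence imaging.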
CCT chaperon mod: High-Throughput Screening for Modulators of Cytosolic Chaperonin Activity; purified chaperonin ATPase assay, HTRF ADP detection, 30 min; AID 651819, 2012; activity change, % (no concentration beside the values), hits read low; 360,000 compounds, 0.3% hits; in the data active = activity change below about -30%; also: % is scaled to controls: 0 for no effect and ±100 for the full control effect
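ATPase activity: ADP formed was measured by HTRF Transcreener (665/615 nm ratio) after 30 min at 37 deg C with 10 uM ATP. Compounds screened at one 76 uM concentration against 40 or 20 nM TRiC in Tris pH 7.4/KCl/MgCl2/DTT buffer.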
A549 tox: Nrf2 qHTS screen for inhibitors: counterscreen for cytotoxicity; A549 ARE-Fluc cells, CellTiter-Fluor viability, 18-24 h; Potency, µM (highest dose often 46 µM), for inactives: at the highest dose activity change, negative = cytotoxicity, usual class: inhibitors; 390,000 compounds, 0.16% hits; also: potency is read from the fitted curve at half-maximal effect; % is scaled to controls: 0 for no effect and ±100 for the full control effect
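A549 ARE-Fluc cells in 5% FBS OPTI-MEM, 5000 cells/well, rested 2 h then exposed to compounds in concentration-response for 18-24 h at 37 °C. Viability by CellTiter-Fluor fluorescence (Ex 405/Em 525) after 30 min; luciferase luminescence (BugLite, 15 min, RT) read afterwards.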
HepG2 tox: qHTS for Inhibitors of TGF-b: Cytotox Counterscreen; Potency, µM (top dose mostly 46.1 µM), inactives show top-dose activity change, negative = cytotoxicity, actives largely listed as cytotoxic; HepG2 CAGA-GFP viability, ATP luminescence, 18 h; 410,000 compounds, 0.76% hits; also: potency is read from the fitted curve at half-maximal effect; some results filed as inactive show a strong effect at the top dose
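CellTiter-Glo luminescence gave cytotoxicity after 18 hours at 37 degrees C. The cells were HepG2 CAGA-GFP in 1% FBS DMEM, stimulated with 500 pg/mL TGF-beta after compound addition. %Activity was normalised to no-cell wells (complete cell-killing) and DMSO (no toxicity), and curves were fitted and classified.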
Nrf2 activator: qHTS of Nrf2 Activators; 410,000 compounds, 0.31% hits; Potency, µM (series often up to 46.1 µM), for inactives: top-dose activation, actives largely listed as activators; AREc32 ARE-luciferase reporter (MCF7-derived line), luminescence, 24 h; AID 624171, 2012; also: potency is read from the fitted curve at half-maximal effect; % of control where 0% means no effect; nearly all actives have a fitted effect of over 65% in size
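For detection, Steady-Glo was added and plates sat 30 min at RT; before that, AREc32_Fluc cells grown overnight in OPTI-MEM/5% FBS had been treated with 23 nL compound for 24 hr at 37 deg C.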
MmCpn inh: Inhibitors of TCP-1 ring complex (TRiC) of Methanococcus maripaludis (MmCpn): qHTS. Chaperonin Mm-Cpn (Methanococcus maripaludis). purified Mm-Cpn ATPase, ADP Transcreener TR-FRET. Potency, µM (highest dose often 76.9 µM), for the others: at the highest dose activity, negative = inhibition, most hits filed as inhibitors. 330,000 compounds, 0.031% hits. AID 504842, 2011; also: potency is read from the fitted curve at half-maximal effect; % is scaled to controls: 0 for no effect and ±100 for the full control effect; nearly all actives have a fitted effect of over 80% in size
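Inhibition of chaperonin ATP hydrolysis is measured as reduced ADP production, detected by competitive TR-FRET in which signal falls with ADP. Final enzyme 25 nM and ATP 10 uM, reacted 30 min at 37°C.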
pAkt inh: HTS Assay for Inhibitors of Akt Phophorylation: Primary Screen | Neuro2A IGF-stimulated pAkt S473 HTRF, 20 min; stronger effect = lower value | activity change, % for hits at 50 µM | 360,000 compounds, 0.32% hits | AID 651550, 2012; in the data active = activity change below about -80%; inconclusive = mostly about -51% to -80%; also: % is scaled to controls: 0 for no effect and ±100 for the full control effect
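Neuro2A cells (4,500/well, DMEM with 0.5% FBS) were treated with compound at a single 50 µM final concentration, stimulated with 6 nM IGF for 20 min at 37 °C, and lysed. Phospho-Akt Ser473 was read by HTRF as 665/615 ratio ×10^4.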
The depositor's hits bear a star; i = inactive; ? = inconclusive; . = no result given; & = joins results of further samples; [ ] = remark or other dose. Unless noted, calls follow the shape of the dose curve; as a rule, active = well fitted curve in the direction sought with a large enough effect; inconclusive = small, poorly fitted or top-dose-only effect, or another doubt; inactive = no such curve, though single readings can be large; an effect the other way counts as inactive or inconclusive.

compound	ATXN viability	Nrf2 inh	TGFb inhibitor	CCT chaperon mod	A549 tox	HepG2 tox	Nrf2 activator	MmCpn inh	pAkt inh
CCOC(=O)C1=C[C@@H](CC)N(S(=O)(=O)c2ccc([N+](=O)[O-])cc2)[C@H]1c1ccccc1	i	.	?	-1.3	.	8%	5.5%	.	i
CC(C)CNc1nc2c(c(=O)n(C)c(=O)n2C)n1Cc1cccc(Br)c1	i	.	3%	-2.1	-1%	0%	-0.4%	4%	i
Cc1c(C(=O)N2CCCCC2)c(S(=O)(=O)Nc2cccc(Br)c2)c(C)n1C	i	1%	-1%	1.5	-4%	3%	-1.8%	2%	i
Brc1ccccc1-n1ncc2c1ncn1nc(Cc3ccccc3)nc21	.	?	.	.	3%	1%	7.1%	.	.
COc1ccc(-c2cc(C(=O)NCc3cccs3)no2)cc1	i	?	-1%	-0.1	-1%	-2%	-0.9%	-2%	i
O=C(N/N=C1\NC(=O)C(CO)(CO)S1)c1ccccc1	i	-3%	2%	-1.4	1%	0%	0.6%	-2%	i
Oc1ccc(-c2cn3c(n2)SCC3)cc1O	i	17%	?	-2.9	-5%	-20%	5.3%	-5%	i
Cc1ccc2nc(-c3cccc(-c4cccc(Cl)c4)c3)c(NCc3ccccc3)n2c1	?	?	?	-3.2	?	-29%	-0.5%	-1%	i
C(=N\n1c2ccccc2c2ccccc21)/c1ccccc1	i	-4%	-3%	0.0	14%	-4%	22%	1%	i
O=C(CCN1C(=O)/C(=C/C=C/c2ccccc2)SC1=S)Nc1nc2ccccc2s1	i	17%	4%	-3.4	1%	11%	-1.0%	1%	i
O=C(CSc1ccccc1C(=O)O)NC12CC3CC(CC(C3)C1)C2	i	5%	-8%	-0.4	11%	17%	0.1%	-1%	i
Cc1cc(NS(=O)(=O)c2ccc(NC(=O)NC(C)(C(F)(F)F)C(F)(F)F)cc2)no1	i	.	-6%	-5.1	2%	8%	0.0%	1%	i
COc1ccc(OC)c(NC(=O)CSc2nnc(-c3cccnc3)s2)c1	i	?	21%	0.0	0%	7%	0.1%	-1%	i
COc1cc(C=C2C(=O)c3ccccc3C2=O)ccc1O	i	-6%	-3%	1.5	0%	-24%	3.3%	-2%	i
CCN(CC)c1ccc(C(=O)OCc2cc(=O)oc3cc(O)ccc23)cc1	i	?	3%	-3.1	-9%	-15%	2.7%	-1%	i
N/C(=N/OS(=O)(=O)c1ccc([N+](=O)[O-])cc1)c1ccncc1	i	5%	-5%	-0.9	8%	-5%	-0.6%	-1%	i
COc1cc(CNc2ncnc3c2ncn3[C@H]2CN(Cc3cccc(C(F)(F)F)c3)C[C@@H](CO)O2)cc(OC)c1OC	?	.	-20%	-0.4	.	-15%	2.8%	.	i
COC(=O)C1=C(Nc2cc(Cl)cc(Cl)c2)CSC1	i	-8%	0%	-6.6	0%	1%	-0.2%	3%	i
CCc1nnc(NC(=O)CSc2nnc(Cc3cccn3C)n2CCOC)s1	i	-6%	-1%	0.8	1%	-17%	1.0%	1%	i
CC1CCCCC1NC(=O)C1CCN(S(=O)(=O)N2CCC3(CC2)OCCO3)CC1 (stereo unspecified)	i	2%	-6%	1.9	-2%	-4%	-0.2%	-1%	i
CCOC(=O)c1c(-c2ccccc2)csc1NC(=O)COc1ccc2c(C)cc(=O)oc2c1	?	14%	-16%	-2.4	3%	5%	-0.5%	1%	i
CCN1C=C(C(=O)OC)C(c2cccc(OC)c2OC)C(C(=O)OC)=C1	.	4%	-13%	-1.1	27%	-19%	-0.5%	-1%	i
Cc1ccccc1NC(=S)N(CCN(C)C)C(C)c1ccco1 (stereo unspecified)	i	21%	4%	-0.3	11%	20%	-0.4%[9.22 µM]	1%	i
O=C1CN(Cc2cc(=O)oc3cc4c(cc23)CCC4)CCN1	i	3%	38%[activator]	-1.1	-4%	20%	0.0%	0%	i
CC(=O)C1=C(O)C(=O)N(C2CCCCC2)C1c1ccccc1 (stereo unspecified)	i	13%	4%	-3.6	1%	8%	-0.9%	-3%	i
CN(C)CCN1C(=O)C(O)=C(C(=O)c2cc3ccccc3o2)C1c1ccc(N(C)C)cc1 (stereo unspecified)	i	0%	29%	-1.3	-14%	2%	-0.3%	-6%	i
Oc1cccc(CCc2ccccn2)c1	i	12%	-10%	-4.2	-5%	3%	4.4%	.	i
NC(=O)CC[C@H](NC(=O)[C@H](Cc1ccccc1)n1c(=O)[nH]c2ccccc2c1=O)C(=O)N1CCC[C@H]1C(=O)O	i	4%	24%	-0.7	12%	12%	0.2%	1%	i
CCc1ccc(CN2CCc3nc(Nc4ccc5c(c4)OCCO5)ncc3C2)cc1	?	.	?	.	-20%	-36%	6.2%	.	.
O=C(Cc1ccccc1)Nc1ccc(NC(=O)c2ccccc2)c(Cl)c1	i	?	-20%	-0.7	13%	-46%	3.8%	1%	i
CCOC(=O)c1sc(NC(=O)c2ccccc2F)c(C(N)=O)c1C	?	-10%	15%	-2.3	-5%	-1%	?	-4%	i
CCOC(=O)N1CCC2(CC1)C(C(=O)C13CC4CC(CC(C4)C1)C3)C2(C#N)C#N (stereo unspecified)	i	-29%	-5%	-0.4	-1%	-5%	0.0%	0%	i
CC(OC(=O)c1cccc(S(=O)(=O)N2CCCCC2)c1)C(=O)NC1CCCCC1C (stereo unspecified)	?	-26%	3%	0.3	-12%	5%	-0.3%	1%	i
Cc1ccc(C)c(NC(=O)C(=O)NCCCN2CCOCC2)c1	i	0%&1%	-2%&9%	-1.5	0%&8%	0%&-2%	-0.4%&0.1%	1%	i
O=C(C=C(C(=O)c1ccccc1)c1ccccc1)c1ccccc1	i	2%	0%	-1.2	-5%	-3%	27%	.	i
Cc1ccc(NS(=O)(=O)c2cccc3cccnc23)cc1Cl	i	?	?	1.1	0%	-8%	2.6%	2%	i
CC1=C(C(=O)Nc2ccccc2)C(c2ccccc2)N2C(=O)CSC2=N1 (stereo unspecified)	i	11%	-9%	-1.4	2%	-16%	-0.4%	-6%	i
COc1ccccc1NC(=O)CC(=O)CSc1nnc(-c2ccc(C)cc2)n1C	i	11%	?	0.8	-10%	-5%	-0.8%	-1%	i
CCCOc1ccc(-c2nn(-c3ccccc3)cc2C2NC(=O)NC(C)=C2C(=O)OC)cc1C (stereo unspecified)	i	-19%	12%	.	-5%	-6%	0.2%	.	.
CC(C)Cn1c(CN(C)Cc2ccccc2)nc2c1c(=O)n(C)c(=O)n2C	?	?	0%	-2.5	1%	-26%	-0.6%	2%	i
CCN(CC)S(=O)(=O)c1ccc(O)c(C(=O)OCC(=O)N2CCCC2)c1	i	?	0%	1.7	2%	-6%	-0.1%	-3%	i
O=S(=O)(c1ccc(OC(F)(F)F)cc1)N1CCCC(N2CCOCC2)C1 (stereo unspecified)	i	2%	17%	0.9	3%	6%	0.3%	0%	i
CC1CCN(CCCCOc2ccccc2[N+](=O)[O-])CC1	i	?	24%	2.2	-1%	10%	-0.6%	0%	i
Cc1cccc(CC(=O)Nc2cccc(-c3cn4cccnc4n3)c2)c1	i	.	-7%	.	-2%	-18%	5.1%	.	.
Cc1cc(C)nc(SCC(=O)NNC(=O)c2cccs2)n1	i	3%	-1%	0.8	9%	7%	-0.7%	2%	i
COC(=O)C1CC2=C(CCCC2=O)NC1=O (stereo unspecified)	i	16%	5%	-0.7	-1%	6%	-0.8%	.	i
CN(C(=O)COc1ccccc1)c1ccc([N+](=O)[O-])cc1	i	.	-12%	-1.2	.	-17%	-0.9%	.	i
CN(C)CCCNc1ncnc2sc(-c3ccccc3)cc12	i	-17%	?	-1.6	3%	-54%	6.8%	-2%	i
COc1cc(OC)c(OC)cc1CN1CCCC(C(=O)N2CCCCC2)C1 (stereo unspecified)	i	9%	4%	-3.2	?	4%	0.3%	0%	i
Cc1cccc(Nc2ccncc2S(N)(=O)=O)c1	i	-7%	18%	1.5	2%	8%	0.3%	.	i

Quoted from the listing, 4 compounds:
compound	ATXN viability	Nrf2 inh	TGFb inhibitor	CCT chaperon mod	A549 tox	HepG2 tox	Nrf2 activator	MmCpn inh	pAkt inh
CCOC(=O)C1=C[C@@H](CC)N(S(=O)(=O)c2ccc([N+](=O)[O-])cc2)[C@H]1c1ccccc1	i	.	?	-1.3	.	8%	5.5%	.	i
CC(C)CNc1nc2c(c(=O)n(C)c(=O)n2C)n1Cc1cccc(Br)c1	i	.	3%	-2.1	-1%	0%	-0.4%	4%	i
Cc1c(C(=O)N2CCCCC2)c(S(=O)(=O)Nc2cccc(Br)c2)c(C)n1C	i	1%	-1%	1.5	-4%	3%	-1.8%	2%	i
Brc1ccccc1-n1ncc2c1ncn1nc(Cc3ccccc3)nc21	.	?	.	.	3%	1%	7.1%	.	.
